Bioassay records from PubChem.
ATXN viability = reduces viability in counter-screen for ATXN expression inhibitors; AID 651635; 0.49% of 400,000 active; S2 cells (HEK-293 line with an ATXN2-luciferase reporter) viability, CellTiter-Fluor protease fluorescence, 24 h; Potency, µM (titrated, usually from 56.7 µM), hits mostly cytotoxic; also: potency is read from the fitted curve at half-maximal effect; nearly all actives have a fitted effect of over 40% in size
TGFb inhibitor = TGF-b pathway inhibition. HepG2 CAGA-GFP TGF-b/SMAD3 reporter, GFP fluorescence, 18 h; TGF-beta stimulated, 500 pg/mL final. Potency, µM (series often up to 46.1 µM), without a hit: at the top dose activity, negative = inhibition, usual class: inhibitors. 1.2% of 410,000 active; also: potency is read from the fitted curve at half-maximal effect; % is scaled to controls: 0 for no effect and ±100 for the full control effect; nearly all actives have a fitted effect of over 65% in size
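Read-out: total well GFP (ex488/em500-530) summed from mean per-cell fluorescence. Cells: HEPG2 CAGA-GFP, 1% FBS DMEM, 18 h at 37 degrees C with 500 pg/mL final TGF-beta. Unstimulated wells served as the full-inhibition control; stimulated DMSO wells = 0%.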
EPAC2 ag = agonists of human EPAC2 (RAPGEF4) | Q8WZA2 | EPAC2 activation, biochemical qHTS; response scale: 100% = 6.5 mM cAMP response | Potency, µM (series often up to 154 µM), for inactives: top-dose activation, hits mostly activators | 0.079% of 360,000 active | AID 720711; also: potency is read from the fitted curve at half-maximal effect; nearly all actives have a fitted effect of over 50% in size
Target sequence (Q8WZA2 whole entry, looked up): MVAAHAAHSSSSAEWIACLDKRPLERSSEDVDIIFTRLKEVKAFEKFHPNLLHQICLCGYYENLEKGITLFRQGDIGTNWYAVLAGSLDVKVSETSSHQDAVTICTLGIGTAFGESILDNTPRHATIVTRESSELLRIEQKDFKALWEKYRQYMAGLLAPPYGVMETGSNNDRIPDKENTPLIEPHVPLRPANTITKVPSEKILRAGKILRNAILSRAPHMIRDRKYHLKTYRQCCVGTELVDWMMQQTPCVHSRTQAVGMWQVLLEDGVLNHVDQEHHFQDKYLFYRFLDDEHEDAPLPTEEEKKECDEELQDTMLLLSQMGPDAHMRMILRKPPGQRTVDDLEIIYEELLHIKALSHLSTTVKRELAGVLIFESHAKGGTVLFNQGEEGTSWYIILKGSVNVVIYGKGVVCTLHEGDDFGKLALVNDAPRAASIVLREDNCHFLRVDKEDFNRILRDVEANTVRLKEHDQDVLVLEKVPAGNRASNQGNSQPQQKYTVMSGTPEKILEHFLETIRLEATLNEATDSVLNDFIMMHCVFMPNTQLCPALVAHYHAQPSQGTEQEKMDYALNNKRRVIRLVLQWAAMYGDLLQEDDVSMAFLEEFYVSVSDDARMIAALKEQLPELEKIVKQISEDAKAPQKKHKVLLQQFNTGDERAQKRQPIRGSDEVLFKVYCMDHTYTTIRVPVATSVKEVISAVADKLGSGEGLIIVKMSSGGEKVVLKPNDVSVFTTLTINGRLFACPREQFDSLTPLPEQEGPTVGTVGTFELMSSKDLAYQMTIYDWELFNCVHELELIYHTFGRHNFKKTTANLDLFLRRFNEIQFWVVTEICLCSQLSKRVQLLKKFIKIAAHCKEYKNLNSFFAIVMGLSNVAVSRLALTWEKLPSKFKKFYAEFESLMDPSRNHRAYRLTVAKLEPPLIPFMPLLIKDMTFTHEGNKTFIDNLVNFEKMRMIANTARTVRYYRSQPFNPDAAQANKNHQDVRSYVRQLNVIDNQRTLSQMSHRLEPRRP
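Guanine nucleotide exchange by EPAC2 is measured as reduced fluorescence of BODIPY-GDP once it is released from 250 nM Rap1B. Plates are read kinetically for 30 min at room temperature; results are scaled to 6.5 mM cAMP.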
ATXN2 expr inh = reduces ATXN2 reporter expression in HEK-293 cells; 0.72% of 360,000 active; Potency, µM (doses to about 57 µM), for inactives: at the highest dose activity change, negative = inhibition, hits mostly inhibitors; HEK-293 ATXN2-luciferase reporter, luminescence, 24 h; also: potency is read from the fitted curve at half-maximal effect; % is scaled to controls: 0 for no effect and ±100 for the full control effect; nearly all actives have a fitted effect of over 55% in size
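qHTS (up to 57 uM final) was run with 24 h compound exposure of reporter cells at 37 °C. Each well was multiplexed: SteadyGlo luminescence measured ATXN2-luciferase expression after a fluorogenic Gly-Phe-AFC viability readout (25 uM final).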
Nrf2 activator = activators of Nrf2 (ARE) signaling | AREc32 ARE-luciferase reporter (MCF7-derived line), luminescence, 24 h | Potency, µM (doses to about 46.1 µM), without a hit: top-dose activation, most hits filed as activators | 0.31% of 410,000 active; also: potency is read from the fitted curve at half-maximal effect; % of control where 0% means no effect; nearly all actives have a fitted effect of over 65% in size
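Luminescent ARE reporter assay in AREc32_Fluc cells: overnight plating at 37 deg C, 24 hr compound incubation, Steady-Glo added, 30 min RT before reading.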
Nrf2 block = Nrf2 pathway inhibition; 2.1% of 360,000 active; Potency, µM (series often up to 46 µM), inactives show at the top dose activity change, negative = inhibition, actives largely listed as inhibitors; A549 ARE-Fluc reporter, luciferase luminescence, 18-24 h; also: potency is read from the fitted curve at half-maximal effect; % is scaled to controls: 0 for no effect and ±100 for the full control effect; nearly all actives have a fitted effect of over 60% in size
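A549 ARE_Fluc cells, 5000/well, 5% FBS OPTI-MEM; compounds in dose-response, 18-24 h at 37 °C/5% CO2; CellTiter-Fluor viability read (Ex 405/Em 525), then BugLite luciferase luminescence = Nrf2 activity.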
HepG2 viability = counter-screen for TGF-b inhibitors: cytotoxicity in HepG2 cells | Potency, µM (top dose mostly 46.1 µM), for the others: at the highest dose activity change, negative = cytotoxicity, usual class: cytotoxic | HepG2 CAGA-GFP viability, ATP luminescence, 18 h | 0.76% of 410,000 active | AID 588856; also: potency is read from the fitted curve at half-maximal effect; some results filed as inactive show a strong effect at the top dose
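HepG2 CAGA-GFP cells (1000/well, DMEM with 1% FBS) received compound, then TGF-beta at 500 pg/mL final, and were incubated 18 hours at 37 degrees C. Viability was read by CellTiter-Glo luminescence. Media-only wells were set as complete cell-killing and DMSO as no toxicity.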
A549 viability = counter-screen for Nrf2 inhibitors: cytotoxicity in A549 cells | Potency, µM (series often up to 46 µM), without a hit: top-dose activity change, negative = cytotoxicity, usual class: inhibitors | A549 ARE-Fluc cells, CellTiter-Fluor viability, 18-24 h | AID 504648 | 0.16% of 390,000 active; also: potency is read from the fitted curve at half-maximal effect; % is scaled to controls: 0 for no effect and ±100 for the full control effect
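A549 ARE-Fluc cells in 5% FBS OPTI-MEM, 5000 cells/well, rested 2 h then exposed to compounds in concentration-response for 18-24 h at 37 °C. Viability by CellTiter-Fluor fluorescence (Ex 405/Em 525) after 30 min; luciferase luminescence (BugLite, 15 min, RT) read afterwards.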
IL-2 act = activates IL-2 in a cell-based reporter assay; 0.065% of 360,000 active; activation, % (series mostly up to about 46 µM); IL-2 activation reporter assay, cell-based qHTS; stimulated with anti-CD3/CD4/CD28 beads; in transgenic mouse T cells; in the data active = activation above about 50%; inconclusive = mostly about 30% to 49%; also: 0% is about no effect
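Unstimulated transgenic mouse T cells; 60-min compound exposure; bead-based TCR/CD4/CD28 stimulation; 18 h culture, 37 degrees C; dual fluorescence (EGFP, DsRed) plate cytometry.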
Numbers without * were called inactive; i = inactive; ? = inconclusive; / = not tested or not shown; [ ] = dose if it differs, or a comment. Unless noted, calls follow the shape of the dose curve; as a rule, active = well fitted curve in the direction sought with a large enough effect; inconclusive = small, poorly fitted or top-dose-only effect, or another doubt; inactive = no such curve, though single readings can be large; an effect the other way counts as inactive or inconclusive.

SMILES	ATXN viability	TGFb inhibitor	EPAC2 ag	ATXN2 expr inh	Nrf2 activator	Nrf2 block	HepG2 viability	A549 viability	IL-2 act
CN1CCN(CCC(=O)Nc2ccc(F)c(F)c2)CC1	i	-8%	9%	-6%	-0.5%	-7%	-8%	6%	-2.7
Cc1ccc(S(=O)(=O)n2[nH]c(=O)c(CCO)c2C)cc1	i	-6%	8%	1%	0.7%	16%	-6%	-2%	0.4
CCOC(=O)c1[nH]c(C)c(C(=O)Nc2ccccc2F)c1C	i	?	-2%	46%[activator]	-0.6%	9%	7%	-12%	-0.5
Cc1noc(NS(=O)(=O)c2ccc(NC(=O)COc3ccccc3)cc2)c1C	i	0%	0%	-7%	0.3%	1%	-6%	1%	-2.3
Cc1ccnc(N2CCC(C(=O)NCc3ccc4c(c3)OCO4)CC2)n1	i	8%	2%	0%	0.1%	13%	1%	-2%	1.0
CC1CCCCN1c1nnc(NC(=O)c2cc(-c3ccc(Br)cc3)on2)s1 (stereo not drawn)	i	-3%	-12%	-9%	-1.2%	?	-1%	3%	-3.4
Cc1cc(C)n(-c2ccc(Cl)c(C(=O)Nc3cc(C(F)(F)F)ccc3Cl)n2)n1	i	7%	-7%	-24%	0.9%	3%	-4%	10%	-3.6
O=C(COc1ccccc1)N1CCN(S(=O)(=O)c2cccc([N+](=O)[O-])c2)CC1	i	9%	-2%	-8%	-0.7%	-19%	0%	5%	3.8
O=C(NCc1ccco1)C(=O)c1c[nH]c2ccccc12	i	11%	3%	25%	11%	10%	16%	0%	2.4
COc1ccc(-c2cc(=O)oc3cc(OC(C)C(=O)NC(Cc4c[nH]c5ccc(O)cc45)C(=O)O)ccc23)cc1 (stereo not drawn)	i	6%	4%	2%	-0.6%	7%	3%	0%	-0.6
COc1ccc(CCN=Cc2ccccc2O)cc1OC	i	0%	2%	-18%	-0.3%	2%	-2%	-5%	-1.4
O=C1c2ccccc2C(=O)N1Cc1nc2ccccc2c(=O)n1Cc1ccco1	i	0%	3%	3%	0.1%	4%	-1%	1%	1.0
COc1ccc(OC)c(-c2csc(-c3c(N)c(C(=O)c4ccc(Cl)cc4)n4ccccc34)n2)c1	i	-1%	/	0%	0.5%	1%	3%	0%	/
FC(F)(F)c1cc(-c2cccs2)nc(NCc2ccco2)n1	i	-17%	-20%	-2%	?	-7%	-52%	1%	-0.1
O=C(NCCN1CCN(c2ccccc2)CC1)C1CCCN(S(=O)(=O)c2cnc[nH]2)C1 (stereo not drawn)	i	0%	7%	8%	-1.0%	9%	9%	0%	-0.3
O=C(COC(=O)[C@@H]1CC(O)CN1S(=O)(=O)c1ccc2c(c1)OCCO2)NCc1ccc(F)cc1 (stereo partly drawn)	i	19%	5%	1%	0.5%	?	5%	0%	-2.3
O=C(NC1CCCC1)C(c1ccccn1)N(C(=O)c1csnn1)C1CCCC1 (stereo not drawn)	i	1%	9%	6%	0.2%	-6%	-34%	-16%	-1.4
Nc1c(C(=O)NCc2ccco2)nnn1CC(=O)Nc1ccc2c(c1)OCO2	i	5%	12%	/	-0.1%	-2%	10%	8%	0.3
COc1cc(OC)c2c(c1C(CCN1CCCC(C)C1)c1ccc(N(C)C)cc1)OC(=O)CC2c1ccc(N(C)C)cc1 (stereo not drawn)	/	-9%	/	/	/	5%	-20%	-16%	/
Cc1ccc(S(=O)(=O)N(C)c2c(C)ccc(S(=O)(=O)NC(C)(C)C)c2C)cc1	i	?	24%	-23%	0.1%	?	5%	-6%	17
CCOc1cc(C(=O)Nc2cccc3cccnc23)cc(OCC)c1OCC	i	-18%	/	-23%	2.7%	?	-9%	-2%	/
COc1cc(CN2CCN(C(=O)CC(C)C)CC2)c([N+](=O)[O-])cc1OC	i	0%	-2%	4%	0.4%	-6%	-13%	0%	-2.1
CCN1CCCC1CNC(=O)c1ccc2c(=O)n(CCOC)c(=O)[nH]c2c1 (stereo not drawn)	?	-2%	4%	5%	0.1%	2%	-5%	-4%	0.7
O=C(NC1CCCC1)c1cc(S(=O)(=O)N2CCOCC2)c(Cl)cc1Cl	i	-28%	-2%	-36%	-0.1%	-19%	-100%	2%	0.0
COc1ccccc1NC(=O)CSc1nc2ccccc2c(=O)n1CC1CCCO1 (stereo not drawn)	i	-6%	19%	-5%	0.1%	-20%	-4%	-2%	-0.2
c1ccc(-c2nc3ccccc3nc2-c2ccccn2)nc1	i	14%	-3%	-13%	1.7%	15%	0%	-2%	0.7
CCCCN1C(=O)C(CC(=O)NCc2cccc3ccccc23)CC(C(=O)N(CC)CC)=C1C (stereo not drawn)	i	-12%	14%	-16%	0.2%	/	-18%	/	0.5
COc1cccc(OC)c1C(=O)OCC(=O)NC(=O)NCc1ccccc1	i	-22%	14%	?	3.0%	-8%	29%	0%	-6.0
Cc1cc(C(=O)OCC(=O)c2c(N)n(C)c(=O)n(C)c2=O)c(C)n1-c1ccccc1	i	24%	-78%[inhibitor]	6%	0.5%	16%	1%	-2%	0.9
Nc1ccccc1S(=O)(=O)c1ccccc1N	i	-3%	0%	2%	0.3%	-24%	-1%	-1%	0.2
COc1ccc(Cl)cc1NC(=O)C1CC(=O)N(C2CCCCC2)C1 (stereo not drawn)	i	-5%	2%	3%	0.8%	4%	-6%	-7%	-0.4
CC1(C)N=C(N)NC(Nc2ccccc2)=N1	i	9%	14%	-1%	0.0%	22%	-17%	-1%	-1.9
Cc1cc(Cl)c2ccc3ccccc3c2n1	i	8%	8%	5%	-0.6%	14%	3%	0%	-1.1
O=C(CSc1ccc(-c2cccnc2)nn1)Nc1ccccc1F	i	-3%	5%	-3%	1.5%	-3%	-3%	3%	-5.7
CCNc1nc2c(c(=O)[nH]c(=O)n2C)n1CC(C)C	i	14%	8%	7%	0.5%	-8%	1%	3%	-1.0
S=c1nc(C2COc3ccccc3O2)[nH][nH]1 (stereo not drawn)	i	1%	-3%	16%	0.1%	?	-3%	-9%	0.8
COc1ccc(CC(=O)N(C)CC(=O)Nc2ccc(F)cc2)cc1S(=O)(=O)N1CCOCC1	i	13%	-8%	6%	-0.4%	7%	6%	-2%	0.2
Cc1cccc(NC(=O)NC2CCCCCCC2)c1C	i	0%	1%	28%	0.0%	-4%	1%	-5%	4.4
C=CCn1c(N2CCN(c3ccc(OC)cc3)CC2)nc2c1c(=O)n(C)c(=O)n2C	i	-9%	-3%	-17%	2.5%	?	-19%	-5%	-0.5
CC(C)NC(=O)C1=CC(c2ccc3c(c2)OCO3)=NS(=O)(=O)N1C	i	-22%	/	1%	0.1%	?	0%	6%	/
CCC(OC(=O)c1nsc(Cl)c1Cl)C(=O)NCCc1ccccc1 (stereo not drawn)	i	?	7%	9%	0.1%	0%	-28%	4%	1.4
N#CCCN1CCN(S(=O)(=O)c2ccc(S(=O)(=O)NCc3ccccc3)cc2)CC1	i	1%	2%	8%	3.2%	-2%	-26%	-4%	-3.5
O=C(O)C1CCCCC1C(=O)NCc1ccccc1 (stereo not drawn)	i	-7%	7%	0%	-0.3%	-13%	-8%	0%	-0.9
CCN(CCCNC(=O)CN1C(=O)COc2ccccc21)c1ccccc1	i	-19%	10%	2%	-1.1%	8%	-15%	17%	-0.5
Cc1cc(S(=O)(=O)N2CCN(CC(=O)N(C)Cc3ccccc3)CC2)ccc1Br	i	0%	5%	-33%	3.8%	?	-8%	-6%	-0.8
CC(C)c1ccc(NC(=O)c2ccc(=O)n(Cc3ccccc3)c2)cc1	?	?	/	?	4.2%	/	-17%	0%	/
COc1ccc(N2CCN(C(=O)CSc3nc4ccccc4c(=O)[nH]3)CC2)cc1	i	8%	1%	6%	-0.3%	?	1%	-4%	-0.1
C[C@H](CO)N1C[C@H](C)[C@@H](CN(C)S(=O)(=O)c2ccc(F)cc2)Oc2c(NC(=O)Nc3ccccc3)cccc2C1=O	?	-2%	-6%	0%	0.0%	?	-16%	-9%	-0.8
O=C(NCC(=O)N1CCOCC1)c1ccc(Cl)cc1	i	-6%	6%	25%	0.2%	20%	14%	-1%	-0.4
Cc1ccc(NS(=O)(=O)c2ccc(C(=O)N3CCC3)cc2)cc1	i	-22%	2%	-2%	0.1%	?	-8%	1%	-0.2

4 compounds from above, arranged by the value under TGFb inhibitor, smallest number first:
compound	TGFb inhibitor
O=C(O)C1CCCCC1C(=O)NCc1ccccc1 (stereo not drawn)	-7%
Cc1cc(S(=O)(=O)N2CCN(CC(=O)N(C)Cc3ccccc3)CC2)ccc1Br	0%
N#CCCN1CCN(S(=O)(=O)c2ccc(S(=O)(=O)NCc3ccccc3)cc2)CC1	1%
COc1ccc(N2CCN(C(=O)CSc3nc4ccccc4c(=O)[nH]3)CC2)cc1	8%

Further entries follow:
SMILES	ATXN viability	TGFb inhibitor	EPAC2 ag	ATXN2 expr inh	Nrf2 activator	Nrf2 block	HepG2 viability	A549 viability	IL-2 act
Cc1nc2ccccc2c(=O)n1-c1ccc(NS(=O)(=O)c2cc(F)ccc2F)cc1	i	20%	-1%	2%	0.1%	-19%	-14%	-1%	2.2
C=CCNC(=O)c1onc(CSc2ccc(F)cc2)c1C(=O)O	i	0%	2%	155%[activator]	-1.3%	7%	-10%	0%	-0.6
CCCCn1cnc2c(oc3nc4c(cc32)CCCC4)c1=O	i	-7%	4%	/	-1.6%	-2%	1%	0%	-0.8
COc1ccc(C(=O)C(C)Oc2cccc(NC(=O)c3cccc([N+](=O)[O-])c3)c2)cc1 (stereo not drawn)	i	-19%	15%	-6%	0.0%	26µM*	4%	-9%	-4.4
